# Compound activity (PubChem)
# Siah-1 displacement: blockers of Siah-1 interaction with plectin peptide – biochemical, fluorescence polarization, rhodamine-plectin, uHTS, primary screen (AID 1817); 290,000 compounds, 0.02% hits; Siah-1 / rhodamine-plectin peptide fluorescence polarization; higher % means a stronger effect; displacement, % at 20 µM, or IC50 in µM where a hit was titrated;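 active = displacement of at least 50% at 20 µM, with a fluorescence ratio check between 0.3 and a set limit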;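 also: plate controls were Siah plus tracer with DMSO for no effect and tracer alone without Siah for full effect; strong numbers were not always called active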
# P. falciparum M1AAP: malaria alanyl aminopeptidase activity blockers – biochemical, fluorogenic H-Leu-NHMec substrate, 1536-well (AID 1445); recombinant M1AAP, H-Leu-NHMec fluorogenic kinetic assay; higher % means a stronger effect; inhibition, % at 30 µM, or IC50 in µM where a hit was titrated; 220,000 compounds, 0.42% hits;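 active = primary inhibition above the hit cutoff, then over 50% inhibition at one or more dose response concentrations, cut at about 23% in these data, passing the limit was not always enough; inconclusive = conflicting primary data, or primary hits not chosen for dose response; inactive = low primary inhibition, or under 50% at every dose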;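 also: plate controls were DMSO full reaction for no effect and no enzyme background for full effect; strong numbers were not always called active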
# HEK293 NOD2/NF-kB: NOD2 signaling inhibitors, cell-based, luminescence, uHTS, HEK293 (AID 1566) | HEK293 NOD2/NF-kB luciferase reporter, luminescence; higher % means a stronger effect | 290,000 compounds, 0.63% hits | inhibition, % at 4 µM, or EC50 in µM where a hit was titrated; also: many of its hits are not listed in these tables
# ER stress rescue: protection against thapsigargin-triggered cell killing – 384-well, CSM14.1, ATP luminescence, primary screen (AID 1222). CSM14.1 thapsigargin-induced death rescue, ATP luminescence; higher % means a stronger effect. cellular ATP content (survival), % at 20 µM, or EC50 in µM where a hit was titrated. 190,000 tested, under 10 active;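 active = EC50 below 50 µM in the dose-response confirmation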;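 also: death triggered by thapsigargin at about 15 µM added after 2 h compound pretreatment; cell ATP read after overnight thapsigargin exposure of roughly 18 to 22 hours; normalized against plate controls of thapsigargin alone and 5% DMSO vehicle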
# LYP inhibition: PTPN22 lymphoid phosphatase activity blockers – biochemical, fluorescence intensity, uHTS (AID 1779); inhibition, % at 11.5 µM; hits with a dose series show IC50 in µM; recombinant LYP phosphatase, fluorescence intensity; higher % means a stronger effect; 290,000 compounds, 0.054% hits;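 also: plate controls were vehicle with enzyme for no effect and no enzyme for full effect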
# P. falciparum M17LAP: P. falciparum M17LAP inhibitors, primary screen, biochemical, fluorogenic H-Leu-NHMec substrate, 1536-well (AID 1619); recombinant M17LAP, H-Leu-NHMec fluorogenic kinetic assay; higher % means a stronger effect; one-dose inhibition, % at 30 µM; IC50 in µM for titrated hits; 220,000 compounds, 0.38% hits;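 active = compound inhibiting the enzyme by more than half at any dose during confirmatory dose-response retesting; inconclusive = strong single-dose inhibitors picked by rank but not retested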;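 also: plate controls were full reaction with DMSO carrier for no effect and no enzyme background for full effect; strong numbers were not always called active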
# XIAP displacement: small molecules displacing peptide from XIAP – biochemical, IAP family, fluorescence polarization (AID 1018). XIAP BIR domain, fluorescence polarization peptide displacement; higher % means a stronger effect. one-dose displacement, % at 20 µM; IC50 in µM for titrated hits. 200,000 compounds, 0.007% hits; in the data active = displacement above about 50%; also: a part of the inactive calls stands beside numbers as strong as those of hits
# AID2073: inhibitors of Mint1-CaV2.2 protein interaction, biochemical, HTRF (AID 2073) | HTRF protein-protein interaction, Mint1-CaV2.2; higher % means a stronger effect | one-dose inhibition, % at 20 µM; IC50 in µM for titrated hits | 290,000 compounds, 0.19% hits; in the data active = inhibition mostly above about 51%, no sharp cut-off; inconclusive = no clear call, values can overlap the other calls; inactive = mostly below about 53%; also: some results filed as inactive read as strong as hits
# Lipid droplet: hepatic lipid droplet formation modulation; 240,000 compounds, 0.4% hits; AML12 mouse hepatocytes, oleate lipid droplets, BODIPY imaging; AID 1656; inhibition, % at 6.5 µM;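 active = lipid droplet intensity inhibited by at least 50%, with more than 500 cells counted; inconclusive = wells with under 300 cells, treated as cytotoxic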
#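 Material: mouse AML12 hepatocyte cell line, fixed after treatment; Timing: compound with oleate, overnight; Technique: high-content imaging of BODIPY-stained droplets and DAPI nuclei; Probe or stimulus: oleate, 100 µM final; Dosing: compound at 6.5 µM only.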
# Lipid droplet cells 6.5 µM: recorded beside Lipid droplet, whose call it bears; cell count; measured here: cell count, cytotoxicity flag;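 cells counted across two imaged fields per well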
# An asterisk follows results filed as active; ? = inconclusive; nt = not tested or not shown. Rule as the data show it, unless noted: active = inhibition above about 50%; inactive = the rest.
SMILES,Siah-1 displacement,P. falciparum M1AAP,HEK293 NOD2/NF-kB,ER stress rescue,LYP inhibition,P. falciparum M17LAP,XIAP displacement,AID2073,Lipid droplet,Lipid droplet cells 6.5 µM
Cc1ccccc1/C=C\c1nc2ccccc2c(=O)n1Cc1ccccc1,-3%,4%,-34%,-3.0%,3%,-8%,-8.2%,4%,-28,545
O=C1C=C(c2ccccc2)C(O)(c2ccccc2)C1 (stereo not drawn),-2%,-2%,-3%,-0.8%,4%,-9%,1.6%,-2%,nt,nt
Cc1cccn2c(=O)c3cc(S(=O)(=O)c4ccccc4)c(=N)n(Cc4cccnc4)c3nc12,-1%,nt,18%,nt,-3%,nt,nt,22%,-12,790
Cc1cc(O)c(/C=N/OCc2ccc(Cl)cc2Cl)c(=O)o1,-4%,-3%,15%,-0.9%,-4%,5%,-2.4%,8%,0,657
O=C(O)c1nnn(-c2cc(C(F)(F)F)cc(C(F)(F)F)c2)c1-c1ccccc1,-2%,0%,20%,nt,-7%,-2%,nt,5%,4,697
CCc1nc2ccccc2c(C(=O)Nc2cccc(C)c2)c1C,-2%,nt,9%,nt,-8%,nt,nt,8%,-5,810
CCOC(=O)/C(C#N)=C/c1c(N2CCN(C)CC2)nc2ccccn2c1=O,-1%,nt,-3%,nt,0%,nt,nt,-3%,nt,nt
COc1cccc(NC(=O)COc2cc(C)cc3oc(=O)cc(C)c23)c1,6%,nt,10%,nt,-1%,nt,nt,5%,0,744
CC(C)(C)c1ccc(C(=O)N/C(N)=N/c2nc3ccccc3o2)cc1,2%,-3%,24%,-0.3%,-4%,3%,-1.2%,1%,10,789
C(=C\c1nnc2c3ccccc3ncn12)/c1ccccc1,6%,0%,-102%,-3.6%,-4%,-3%,-9.9%,0%,6,661
COc1cccc(NC(=O)Nc2ccc(C)c(Cl)c2)c1,5%,0%,-86%,-2.4%,-2%,4%,-18%,8%,19,575
COc1ccc(/C(N)=N/OC(=O)CCCN2C(=O)c3ccccc3C2=O)cc1OC,9%,-2%,7%,-1.3%,-4%,-3%,-6.3%,-4%,8,719
O=C(COC(=O)/C=C/c1cccc(C(F)(F)F)c1)NC(c1ccccc1)c1ccccc1,-1%,11%,4%,-1.2%,2%,-2%,-0.5%,5%,2,650
COCCn1c(C(F)(F)F)ccc(NC(=O)c2ccccc2)c1=O,0%,nt,-70%,nt,-6%,nt,nt,8%,1,835
CC(C)CC(CO)N1CCN(C(=O)c2ccc(Cl)cc2Cl)CCC1=O (stereo not drawn),0%,13%,6%,-3.6%,0%,14%,-21%,-1%,-3,730
O=C(CCN1C(=O)c2ccncc2C1=O)NCc1ccc(Cl)cc1,1%,6%,9%,2.3%,-7%,0%,-1.9%,24%,nt,nt
Clc1nc(-c2cccnc2)nc2scc(-c3ccccc3)c12,5%,-1%,-12%,-0.7%,-8%,8%,-2.1%,0%,-2,672
CCOc1cccc(NC(=O)/C(C#N)=C/c2cccnc2)c1,7%,7%,15%,nt,-9%,6%,nt,10%,-2,705
Brc1ccc2nc3c(n2c1)CCCC3,-4%,12%,-14%,nt,-10%,5%,-5.6%,9%,nt,nt
CN1CCS/C1=C/C=C1/SC(=S)N(Cc2ccccc2)C1=O,1%,2%,-116%,1.8%,3%,10%,-4.6%,-12%,8,645
Cc1cnc(C(=O)Nc2ccc(F)c(F)c2)cn1,1%,5%,-23%,-3.3%,-4%,2%,-0.6%,25%,-21,687
Cc1[nH]n(-c2cccc(Cl)c2)c(=O)c1C=NCC(C)C,0%,3%,-59%,-1.2%,-2%,8%,-3.8%,3%,1,632
Cc1[nH]nc2ncc(C(=O)c3cc(F)ccc3O)cc12,-1%,17%,10%,-0.8%,-4%,10%,-7.9%,6%,16,796
NNC(=O)c1[nH]c2ccc(Cl)cc2c1-c1ccccc1,4%,?,27%,nt,0%,4%,nt,-5%,-2,709
CCC(=O)c1ccc(N2CCN(C(=O)c3cccs3)CC2)c(F)c1,-2%,nt,-40%,nt,-6%,nt,nt,19%,0,793
# Carrying on.
SMILES,Siah-1 displacement,P. falciparum M1AAP,HEK293 NOD2/NF-kB,ER stress rescue,LYP inhibition,P. falciparum M17LAP,XIAP displacement,AID2073,Lipid droplet,Lipid droplet cells 6.5 µM
Cc1cc(C)nc(NS(=O)(=O)c2ccc(NC(=O)C3COc4ccccc4O3)cc2)n1 (stereo not drawn),-6%,-8%,-7%,-1.2%,-11%,-5%,-11%,-11%,-13,748
COc1cc(C(=S)NCc2ccccc2)cc(Br)c1O,0%,9%,34%,-1.9%,-7%,7%,-5.8%,9%,-12,737
O=C(CSc1nnc(-c2ccccc2Cl)o1)N1CCOCC1,4%,nt,-55%,nt,2%,nt,nt,0%,4,863
O=C(O)c1ccccc1-c1nc2ccccc2n1-c1ccccc1,4%,3%,-1%,-0.2%,-3%,-10%,44%,-3%,-4,687
OCCc1c[nH]c2ccc(OCc3ccccc3)cc12,14%,nt,4%,nt,-8%,nt,nt,10%,-1,825
O=C(c1ccc(NS(=O)(=O)c2ccccc2)cc1)N1CCOCC1,-4%,nt,8%,nt,1%,nt,nt,6%,-2,831
COc1ccc2c(c1)CCC/C2=N\NC(=O)c1ccoc1C,3%,1%,-19%,-1.6%,-6%,7%,-19%,-1%,-7,595
COc1ccccc1C1/C(=C(\O)c2ccc3c(c2)OCCO3)C(=O)C(=O)N1CCCN(C)C (stereo not drawn),-5%,nt,11%,-0.7%,-5%,nt,3.1%,-5%,nt,nt
C=CCNC(=S)Nc1sc2c(c1C#N)CCCC2,-2%,5%,-1%,-0.2%,-5%,-1%,-5.2%,3%,28,712
CCOc1ccccc1C(=O)NCC(=O)OCc1c(C)noc1C,-3%,6%,5%,-1.6%,-5%,2%,-0.7%,11%,17,781
CN1CCN(S(=O)(=O)c2ccc(NC(=S)NC(=O)C3CCCCC3)cc2)CC1,4%,1%,23%,-0.3%,-6%,-5%,-3.5%,-5%,7,724
CCc1ccccc1NC(=O)CCN1C(=O)c2ccccc2C1=O,1%,-1%,12%,0.1%,-7%,-1%,-7.1%,10%,6,745
CCOc1ccccc1N/C=C(\C#N)c1nc2ccccc2n1C,-3%,2%,0%,-3.5%,-4%,-11%,-3.5%,-2%,6,745
O=C(Nc1ccc(O)cc1)c1cc2n(n1)C(C(F)(F)F)CC(c1ccco1)N2 (stereo not drawn),1%,-2%,-13%,-1.1%,-6%,-13%,-6.7%,-1%,nt,nt
CCc1cc2cc3c(cc2nc1SCC(=O)Nc1nccs1)OCO3,0%,10%,-5%,1.4%,-3%,-1%,-4.8%,29%,nt,nt
Cc1ccc(S(=O)(=O)Nc2c(NC3CCCCC3)c3ccccc3oc2=O)cc1C,11%,nt,7%,nt,-1%,nt,nt,16%,0,699
O=C(c1cnc2n(c1=O)CCS2)N1CCN(c2ccccc2F)CC1,2%,4%,16%,-2.2%,2%,1%,-5.0%,1%,-11,665
N#Cc1ccc(NC(=O)CCc2ccc(S(=O)(=O)N3CCOCC3)cc2)cc1,1%,8%,4%,-0.8%,-2%,8%,-2.1%,-6%,21,809
CCC1CCCCN1C(=O)CSc1nc(C)cc(C)n1 (stereo not drawn),2%,-1%,15%,3.1%,-11%,-4%,-2.7%,4%,0,704
O=S(=O)(Nc1nc(-c2ccccc2)cs1)c1cccc(C(F)(F)F)c1,-3%,nt,22%,nt,-12%,nt,nt,0%,-18,682
CCc1[nH]nc(C(=O)N2CCCC(CO)(Cc3ccc(F)cc3F)C2)c1C (stereo not drawn),2%,nt,19%,nt,-10%,nt,nt,0%,-20,777
Nc1ncc(Br)cc1S(=O)(=O)NCCc1ccccc1,2%,nt,-2%,nt,-8%,nt,nt,5%,-4,661
Cn1nc(C(F)(F)F)c2cc(NC(=O)OCC(C)(C)C)sc21,-6%,16%,3%,-1.1%,2%,-8%,-1.8%,-23%,nt,nt
COc1ccc(CCNC(=O)CN(C)S(=O)(=O)c2cccc3nsnc23)cc1OC,0%,0%,8%,-0.6%,4%,5%,-1.3%,-5%,nt,nt
C[C@@H](NC(=O)OC(C)(C)C)c1nnc(S(=O)(=O)Cc2ccccc2)o1,6%,1%,28%,nt,-11%,10%,nt,19%,3,694
# Next part:
SMILES,Siah-1 displacement,P. falciparum M1AAP,HEK293 NOD2/NF-kB,ER stress rescue,LYP inhibition,P. falciparum M17LAP,XIAP displacement,AID2073,Lipid droplet,Lipid droplet cells 6.5 µM
COc1ccc(N(C(=O)Cn2nnc(-c3ccc(C)o3)n2)C(C(=O)NC2CCCC2)c2ccncc2)cc1 (stereo not drawn),4%,nt,3%,nt,-8%,nt,nt,19%,1,810
Cc1cc2ncc(C(N)=O)cn2n1,2%,-5%,11%,1.2%,-6%,10%,-4.2%,4%,4,724
Cc1cc(=O)[nH]c2cc(O)ccc12,2%,8%,3%,-1.4%,-12%,-98%,-5.8%,23%,7,671
COc1cccc(CN2CCNC(=O)C2CC(=O)NCC(C)(C)N2CCOCC2)c1OC (stereo not drawn),-2%,nt,-1%,nt,-10%,nt,nt,11%,17,685
COC(=O)c1c(C)oc2ccc(N(C(=O)c3ccncc3)S(=O)(=O)c3ccc(C)cc3C)cc12,7%,6%,40%,0.6%,1%,2%,-0.6%,22%,-1,668
Nc1c(C(=O)Nc2ccc(Cl)c(C(=O)O)c2)sc2nc3c(cc12)CCCC3,-1%,nt,-5%,nt,-2%,nt,nt,31%,5,708
Cc1nc2sc(C(c3cccc(F)c3)N3CC(C)OC(C)C3)c(O)n2n1 (stereo not drawn),0%,2%,-14%,-1.1%,12%,5%,-4.0%,6%,nt,nt
O=C(Nc1ccncc1)c1cc(-c2ccccn2)nc2ccccc12,0%,0%,15%,0.2%,0%,7%,-4.3%,7%,-13,720
N#Cc1ccc2ccn(CC(=O)NCc3ccccc3)c2c1,-1%,9%,-3%,-2.3%,-2%,5%,-11%,6%,7,669
CCOc1ccccc1C(C(=O)NC1CCCC1)N(C(=O)c1csnn1)C1CC1 (stereo not drawn),2%,nt,-4%,nt,-1%,nt,nt,6%,0,816
Cn1nnnc1Sc1ccc(C(=O)O)cc1[N+](=O)[O-],-1%,0%,24%,nt,-6%,-7%,nt,8%,-11,733
Cc1nc2ccc(C(=O)O)cc2[nH]1,-6%,4%,5%,3.7%,-3%,-5%,-0.9%,1%,nt,nt

# A portion of the library; the hit share may differ from the screen's.
